Cneo AK release = Cryptococcus neoformans cell lysis inducers, primary screen, AK release luminescence, single concentration; 0.2% of 360,000 active; C. neoformans lysis, adenylate kinase release luminescence, 4 h; normalised: neutral wells 0, clomiphene wells 100; lysis activity, % at 15 µM;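 active = mean lysis activity across replicates of at least 80%, whatever share of replicates individually reach that level; inactive = mean lysis activity below 80%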
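Material – log-phase Cryptococcus neoformans yeast cells · Input – 5 × 10^6 yeast cells/mL · Medium – fresh YPD growth medium · Doses – single compound concentration per well · Timing – static 4 h at 37 °C with compound, 1 h detection · Detection – adenylate kinase release luminescence · Read-out – signal increase indicating cell lysis · Control set – Clomiphene as positive lysis control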
GSIS activator = GLuc luminescence reporter in INS-1E cells, primary screen for activators of glucose-dependent secretion of insulin | INS-1E GLuc reporter insulin secretion, 2-3 h | activation, % at 16.6 µM | 0.61% of 370,000 active | AID 743287, 2014;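 active = lowest replicate activation of at least 40%, so every replicate reaches that level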;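 also: 0% = median of neutral control wells and 100% = median of IBMX positive control wells; some compounds called inactive have numbers as strong as hits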
miR122 inh = miR-122 Renilla sensor signal increase in Huh7, primary screen, miR-122 inhibitor project, cell-based, single point, plate reader | AID 602342, 2012 | 0.3% of 340,000 active | Huh7 miR-122 Renilla luciferase sensor, 48 h; neutral wells = 0, positive control = 100 | activation (reporter increase), % at 12.5 µM;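 active = mean replicate activation score at least 90 and every replicate individually at or above 90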;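 also: higher luciferase means less miR-122 activity so hits act as miR-122 inhibitors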
C2C12 statin = suppressors of statin myotoxicity in C2C12 myotubes, primary screen, cell-based, single point, plate reader. 0.78% of 330,000 active. C2C12 myotubes + simvastatin, ATP luminescence, 48 h; scaled: DMSO 0, geranylgeraniol control 100. rescue of ATP level, % at 7.49 µM;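 active = mean ATP rescue above about 67%, or every replicate alone reaching that limit, limit read from the data, passing the limit was not always enough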;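 also: myotubes were challenged with 10 µM simvastatin during compound exposure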
FN deposition inh = inhibitors of fibronectin matrix deposition, primary screen, AH1F cells, Alexa488-fibronectin fluorescence, plate reader; AH1F fibroblasts, overnight; inhibition, % at 12.6 µM; 0.086% of 350,000 active;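 active = mean inhibition across replicates of 30% or more, regardless of how many single replicates reach that level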;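 also: positive control wells lacked labelled fibronectin entirely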
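Material: AH1F fibroblast monolayer depositing Alexa488-labelled fibronectin into matrix | Input: 10000 AH1F cells/well | Medium: DMEM plus 2% serum, read in PBS | Reagent: Alexa488-fibronectin, 24 nM final in well | Compound dosing: One dose per compound, pinned | Schedule: 1 h adhesion, overnight exposure | Measured by: Fluorescence at 485 nm excitation, 525 nm emission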
PglD inh = C. jejuni PglD acetyltransferase inhibitors, primary screen, biochemical, DTNB colorimetric, single point; inhibition, % at 12.5 µM; purified PglD enzyme, DTNB colorimetric CoA detection; AID 602405, 2012; 0.098% of 360,000 active; in the data active = inhibition above about 16%, passing the limit was not always enough; also: strong numbers were not always called active
F508del corr = F508del CFTR correction, initial screen, CFBE line, single point. AID 720511, 2013. activity (quench increase), % at 7.58 µM. 0.36% of 350,000 active. CFBE cells, YFP halide quenching; stimulated with forskolin plus potentiator P3; % fluorescence drop versus neutral controls;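 active = mean added fluorescence quench of at least 8% versus neutral control, with both replicates also reaching 8%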;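 also: cells transiently co-express mutant CFTR-F508del with the halide-sensitive YFP; corrector assay measuring rescue of mutant channel to the surface after 24 h compound exposure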
PGC1a acetyl inh = inhibitors of PGC1a acetylation signal, primary screen, cell-based, U2OS, AlphaScreen, inhibitor mode; inhibition, % at 15.6 µM; AlphaScreen anti-acetyl-lysine; with virally co-expressed GCN5 acetyltransferase; AID 651687, 2012; 0.17% of 350,000 active;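 active = every replicate shows inhibition of at least 40%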;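 also: 0% = neutral control wells and 100% = positive control wells; some results beyond the cut were filed as inactive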
* marks the source's active call; other numbers are inactive results; nt = not tested or not shown; [ ] = another dose, or the depositor's remark.

Field names – A = Cneo AK release; B = GSIS activator; C = miR122 inh; D = C2C12 statin; E = FN deposition inh; F = PglD inh; G = F508del corr; H = PGC1a acetyl inh
1: C[C@H](O)C#Cc1ccc2c(c1)O[C@H](CN(C)Cc1ccc(-c3ccccc3)cc1)[C@@H](C)CN([C@H](C)CO)S2(=O)=O
  A: 2; B: -9; C: -49[16.7 µM]; D: -81; E: nt; F: 9; G: -1.6; H: 7
2: Nc1nnnn1/N=C/c1ccco1
  A: 1; B: nt; C: 0; D: -3; E: 1; F: -8; G: nt; H: -1
3: CC(C)C[C@@H](CN1CCC[C@@H]1CN1C(=S)NC[C@@H]1Cc1ccc(O)cc1)N1C[C@H](Cc2ccc(O)cc2)N(CC2CCCCCC2)C1=S
  A: 2; B: 1; C: -4; D: -7; E: nt; F: 1; G: 2.5; H: 2
4: CCCCc1nn(-c2cc(Cl)ccc2OC)c2c1C(=O)CCC2
  A: -1; B: -10; C: -7; D: 7; E: 0; F: -7; G: 3.7; H: 2
5: CCC(=O)N1[C@H](CN(C)C(C)=O)[C@@H](c2ccc(C3=CCCC3)cc2)[C@@H]1CO
  A: 47; B: 13; C: 0[16.7 µM]; D: 2; E: nt; F: 1; G: -4.8; H: 7
6: COc1cccc(-c2ccc3c(c2)[C@@H]2[C@@H](CCN2S(=O)(=O)c2ccccc2F)[C@H](CO)N3)c1
  A: -5; B: 0; C: -6[16.7 µM]; D: -34; E: 1; F: 0; G: 3.5; H: 0
7: COC(=O)CSc1nnc(-c2ccco2)n1-c1ccc(C)cc1
  A: 0; B: nt; C: 3; D: -9; E: nt; F: 3; G: nt; H: 9
8: CSc1ccc(S(=O)(=O)NC2CCCCCC2)cc1
  A: 16; B: nt; C: 103*; D: -23; E: nt; F: -3; G: nt; H: -16
9: Cc1ccsc1C(C(=O)NC(C)(C)C)N(C(=O)c1csnn1)c1ccccc1 (stereo not drawn)
  A: nt; B: -3; C: nt; D: nt; E: 5; F: nt; G: -1.3; H: 4
10: O=C(CNS(=O)(=O)c1ccccc1)OCC(=O)c1ccc([N+](=O)[O-])cc1
  A: 1; B: -14; C: -8; D: -3; E: 0; F: 6; G: nt; H: 0
11: CCS(=O)(=O)N1CCN(c2nc(-c3ccccc3)cs2)CC1
  A: -5; B: -2; C: -5; D: nt; E: 7; F: 8; G: nt; H: 21
12: O=C(Nc1nccs1)c1ccc2ccccc2c1
  A: -9; B: 7; C: 9; D: -5; E: 1; F: -2; G: 0.2; H: -15
13: CCOc1ccccc1N1CC(C(=O)NCCc2ccc(S(N)(=O)=O)cc2)CC1=O (stereo not drawn)
  A: -1; B: nt; C: -1; D: -1; E: -4; F: 2; G: nt; H: 0
14: CCOC(=O)c1c(S(=O)(=O)NCc2ccc(C)o2)c(C)n(C)c1C
  A: -1; B: 1; C: 82; D: 16; E: 5; F: 5; G: 0.2; H: 1
15: COC(=O)c1[nH]c2ccccc2c1Sc1ccccc1
  A: -2; B: -1; C: 0; D: 6; E: nt; F: 2; G: -0.6; H: nt
16: CNC[C@H]1Oc2ccc(NC(=O)Nc3c(C)noc3C)cc2CC(=O)N([C@H](C)CO)C[C@H]1C
  A: nt; B: 20; C: -2[16.7 µM]; D: -9; E: -6; F: nt; G: -0.1; H: 1
17: CC(C)c1ccccc1OCCNC(=O)c1cccnc1
  A: nt; B: -9; C: 3; D: 7; E: -5; F: nt; G: -0.4; H: -10
18: CNc1cccccc1=S
  A: 0; B: nt; C: -16; D: 30; E: 2; F: 5; G: nt; H: 10
19: O=C(C[C@H]1CC[C@@H]2[C@H](COC[C@@H](O)CN2S(=O)(=O)c2ccccc2F)O1)NCc1ccccc1Cl
  A: -5; B: 7; C: -2[16.7 µM]; D: 2; E: 0; F: 2; G: -0.1; H: 2
20: CCCNC(=O)N1CC2(CCN(C(=O)Cc3cccnc3)CC2)c2c([nH]c3cc(OC)ccc23)[C@H]1CO
  A: nt; B: 6; C: nt; D: nt; E: -10; F: nt; G: 0.8; H: -3
21: C=CCn1c(Sc2ccccc2)nc2c1c(=O)[nH]c(=O)n2C
  A: -2; B: nt; C: 5; D: 0; E: nt; F: -5; G: nt; H: 3
22: CC(C)N(c1ccccc1)c1ccc(NC(=O)[C@@H]2O[C@H](CO)[C@@H](O)[C@H]2O)cc1
  A: 1; B: -2; C: -1; D: -12; E: 14; F: -10; G: 3.2; H: 6
23: Cc1ccc(S(=O)(=O)N(C)C[C@@H]2OCCCC[C@H](C)Oc3ccc(NC(=O)NC(C)C)cc3C(=O)N([C@@H](C)CO)C[C@@H]2C)cc1
  A: 0; B: -18; C: -2[16.7 µM]; D: nt; E: -21; F: 1; G: -1.4; H: -4
24: CSc1ccccc1C(=O)NCCSc1ccc(C)cc1
  A: 1; B: -10; C: -4; D: 7; E: -7; F: 1; G: -4.2; H: 2
25: CCc1ccc(N(C(=O)CNC(=O)c2cccs2)C(C(=O)NC(C)(C)C)c2cc(OC)c(OC)c(OC)c2)cc1 (stereo not drawn)
  A: 0; B: -3; C: -4; D: -2; E: nt; F: -3; G: 3.5; H: 2
26: CN(C)CC#Cc1ccc([C@@H]2[C@@H](CO)N3CCCCN(C(=O)Nc4ccccc4F)C[C@@H]23)cc1
  A: 1; B: 8; C: 9[16.7 µM]; D: 1; E: nt; F: -4; G: -1.1; H: nt
27: COc1cc(C(=O)NC2(C(F)(F)F)NC(=O)N(CCCc3ccccc3)C2=O)cc(OC)c1OC (stereo not drawn)
  A: 3; B: -30; C: 6; D: nt; E: 6; F: 6; G: 0.8; H: nt
28: Cc1ccnc(NS(=O)(=O)c2ccc(NC(=O)CC(C)c3ccccc3)cc2)n1 (stereo not drawn)
  A: 1; B: 13; C: -3; D: 12; E: -14; F: 4; G: 1.3; H: 2
29: CSc1cccc(NC(=S)N(CCCN2CCCC2)Cc2cccn2Cc2ccc(Cl)cc2)c1
  A: 1; B: -29; C: 2; D: 12; E: -2; F: -2; G: -3.2; H: -40
30: Cc1ccccc1S(=O)(=O)NC(=O)C1(C)CCN1C(=O)Cc1ccccc1Cl (stereo not drawn)
  A: 2; B: -8; C: -3; D: -5; E: 2; F: 1; G: -0.7; H: 8
31: Cc1c(N2C(=O)/C(=C/c3ccccc3)SC2=S)c(=O)n(-c2ccccc2)n1C
  A: -10; B: nt; C: -2; D: 19; E: -8; F: nt; G: nt; H: -22
32: CC(C)CC(N)c1csc(NC(=O)Nc2ccccc2C(C)C)n1 (stereo not drawn)
  A: 5; B: -8; C: -5; D: -23; E: -4; F: 0; G: -1.6; H: -20
33: COCC(=O)Nc1ccc2c(c1)[C@@H]1C[C@H](CC(=O)N3CCN(C)CC3)O[C@@H](CO)[C@@H]1O2
  A: -3; B: 4; C: -3[16.7 µM]; D: -6; E: 0; F: 4; G: -0.5; H: 8
34: O=C(C1CCCC1)N1C[C@H]2[C@@H](c3ccccc31)[C@H](CO)N2C(=O)c1ccccc1F
  A: -3; B: -3; C: -10[16.7 µM]; D: 3; E: 2; F: 0; G: 1.0; H: -7
35: COCCNC(=O)C1(C)CCN(C(=O)c2nc(C)oc2C)C1 (stereo not drawn)
  A: 1; B: -2; C: 1; D: -2; E: 9; F: 5; G: 1.6; H: 1
36: CCCCOc1ccc(S(=O)(=O)N2CCCCCC2)cc1
  A: -1; B: -23; C: -1; D: -34; E: nt; F: -3; G: nt; H: -15
37: O=C(Cn1cccc1C(=O)c1ccccc1)NCc1ccc(F)cc1
  A: 0; B: 2; C: 0; D: 11; E: -9; F: 0; G: -0.5; H: 3
38: COc1ccc(CNC(=S)Nc2cccc(C)c2)cc1
  A: 21; B: nt; C: 20; D: 22; E: nt; F: 1; G: nt; H: 1
39: CCN(CC)S(=O)(=O)c1ccc(NC=C(C#N)C#N)cc1
  A: -1; B: -13; C: -21; D: -17; E: -18; F: -4; G: -0.7; H: 0
40: O=C(NNc1ccc(-c2csnn2)cc1)c1cc(Cl)cc(Cl)c1
  A: 0; B: 13; C: 13; D: nt; E: -1; F: 3; G: -1.8; H: 5
41: C[C@@H]1CCCCO[C@@H](CN(C)C(=O)Nc2cccc3ccccc23)[C@@H](C)CN([C@@H](C)CO)C(=O)c2cc(N(C)C)ccc2O1
  A: nt; B: -7; C: -1[16.7 µM]; D: -43; E: nt; F: nt; G: -2.4; H: 0
42: C[C@@H]1CN([C@H](C)CO)C(=O)c2cc(NC(=O)CCC(F)(F)F)ccc2O[C@H]1CN(C)C(=O)NC1CCCCC1
  A: 0; B: 11; C: 0[16.7 µM]; D: -11; E: nt; F: 0; G: 0.1; H: 7
43: COc1ccc(NC(=O)Nc2cccc3c2O[C@H](CN(C)C)[C@@H](C)CN([C@H](C)CO)C3=O)cc1
  A: -5; B: 18; C: 4[16.7 µM]; D: 9; E: nt; F: 7; G: -2.9; H: -1
44: CN1C[C@@H](O)COC[C@H]2O[C@@H](CC(=O)NC3CCCC3)CC[C@@H]21
  A: -6; B: 9; C: 6[16.7 µM]; D: 9; E: -2; F: 0; G: 0.2; H: -8
45: CCCNC(=O)N1C[C@H](C)[C@H](OC)CN(C)C(=O)c2ccc(NC(=O)CCC)cc2OC[C@@H]1C
  A: 3; B: 25; C: nt; D: -9; E: 5; F: 1; G: -3.0; H: 1
46: C=CCc1ccccc1OCC(O)CN1CCN(c2ccc(C)cc2)CC1 (stereo not drawn)
  A: -2; B: -8; C: -1; D: 39; E: nt; F: -2; G: nt; H: 2
47: c1ccc(CO/N=C(\c2ccc(C3CC3)nc2)C2CC2)cc1
  A: 4; B: -8; C: 4; D: -3; E: nt; F: 1; G: 4.1; H: nt
48: CCOC(=O)CSc1nc(N)nc(C)c1Br
  A: 2; B: nt; C: 11; D: 16; E: nt; F: -2; G: nt; H: -5

Two of these compounds in another layout.
Results follow in this order: Cneo AK release, GSIS activator, miR122 inh, C2C12 statin, FN deposition inh, PglD inh, F508del corr, PGC1a acetyl inh
4	CCCCc1nn(-c2cc(Cl)ccc2OC)c2c1C(=O)CCC2
  -1, -10, -7, 7, 0, -7, 3.7, 2
5	CCC(=O)N1[C@H](CN(C)C(C)=O)[C@@H](c2ccc(C3=CCCC3)cc2)[C@@H]1CO
  47, 13, 0[16.7 µM], 2, nt, 1, -4.8, 7

Profiles, looked up by structure. Screens in order: Cneo AK release, GSIS activator, miR122 inh, C2C12 statin, FN deposition inh, PglD inh, F508del corr, PGC1a acetyl inh
`CC(C)CC(N)c1csc(NC(=O)Nc2ccccc2C(C)C)n1` (stereo not drawn) in the list: 5, -8, -5, -23, -4, 0, -1.6, -20
`CCCCOc1ccc(S(=O)(=O)N2CCCCCC2)cc1` in the list: -1, -23, -1, -34, nt, -3, nt, -15
`O=C(Cn1cccc1C(=O)c1ccccc1)NCc1ccc(F)cc1` in the list: 0, 2, 0, 11, -9, 0, -0.5, 3
`CCOC(=O)CSc1nc(N)nc(C)c1Br` in the list: 2, nt, 11, 16, nt, -2, nt, -5
`Cc1c(N2C(=O)/C(=C/c3ccccc3)SC2=S)c(=O)n(-c2ccccc2)n1C` in the list: -10, nt, -2, 19, -8, nt, nt, -22

miR122 inh, what is marked active above.
No. | canonical_smiles | GSIS activator | miR122 inh | PglD inh | F508del corr | PGC1a acetyl inh
8 | CSc1ccc(S(=O)(=O)NC2CCCCCC2)cc1 | nt | 103* | -3 | nt | -16
